# High-throughput results: PubChem BioAssay, National Center for Advancing Translational Sciences (NCATS)
# FH mod: Identification of activators of human fumarate hydratase by quantitative high-throughput screening. Fumarate hydratase, mitochondrial (Homo sapiens), P07954. FH coupled MDH/diaphorase resazurin fluorescence, 15 min. Potency, µM (series often up to 79.9 µM), inactives show at the top dose activity change, negative = inhibition, usual class: inhibitors. hit rate 0.22% among 54,000. AID 1347055, 2019; note: potency is the fitted concentration of half-maximal effect; % is set by controls: 0 for no effect and ±100 for the full control effect; the screen sought activators but most active calls are inhibition curves; nearly all actives have a fitted effect of over 45% in size
# TSG101-PTAP inh: TSG101-PTAP interaction inhibition, HIV-1 budding; Fluorescence polarization, FITC-PTAP peptide/Tsg101, 20 min; Potency, µM (doses to about 115 µM), inactives show top-dose activity change, negative = inhibition, usual class: inhibitors; 44,000 tested, under 10 active; AID 1347069; note: potency is the fitted concentration of half-maximal effect; 0% is about no effect
# Target sequence (Q99816 whole entry, looked up): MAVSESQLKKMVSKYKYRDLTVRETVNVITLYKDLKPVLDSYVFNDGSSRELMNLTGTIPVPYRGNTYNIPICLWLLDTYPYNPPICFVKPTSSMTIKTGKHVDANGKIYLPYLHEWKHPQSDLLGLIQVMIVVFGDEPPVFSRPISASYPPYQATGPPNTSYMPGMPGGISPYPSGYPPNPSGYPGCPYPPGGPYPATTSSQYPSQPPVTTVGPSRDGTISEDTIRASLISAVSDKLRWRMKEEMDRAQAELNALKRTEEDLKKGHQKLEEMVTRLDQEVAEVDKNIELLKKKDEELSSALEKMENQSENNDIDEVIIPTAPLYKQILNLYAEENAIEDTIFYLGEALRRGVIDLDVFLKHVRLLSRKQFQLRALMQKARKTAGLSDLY
#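 The Tsg101 binding domain, at 10 uM final, is mixed with compound and a FITC peptide bearing the PTAP motif (50 nM final). After 20 min at r.t., polarization is measured; actives defined by CRC class, efficacy cut-off 60% inhibition.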
# B2AR arrestin ag: beta-arrestin recruitment by human beta2-adrenergic receptor ligands; 44,000 tested, under 10 active; Potency, µM (doses to about 46.1 µM), without a hit: top-dose activation, actives largely listed as activators; P07550; HTLA Tango cells, beta-arrestin recruitment, luciferase luminescence, 18 h;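 note: potency is the fitted concentration of half-maximal effect; 0% = DMSO and full agonism = EC100 isoproterenol or metaproterenol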
# Target sequence (P07550 whole entry, looked up): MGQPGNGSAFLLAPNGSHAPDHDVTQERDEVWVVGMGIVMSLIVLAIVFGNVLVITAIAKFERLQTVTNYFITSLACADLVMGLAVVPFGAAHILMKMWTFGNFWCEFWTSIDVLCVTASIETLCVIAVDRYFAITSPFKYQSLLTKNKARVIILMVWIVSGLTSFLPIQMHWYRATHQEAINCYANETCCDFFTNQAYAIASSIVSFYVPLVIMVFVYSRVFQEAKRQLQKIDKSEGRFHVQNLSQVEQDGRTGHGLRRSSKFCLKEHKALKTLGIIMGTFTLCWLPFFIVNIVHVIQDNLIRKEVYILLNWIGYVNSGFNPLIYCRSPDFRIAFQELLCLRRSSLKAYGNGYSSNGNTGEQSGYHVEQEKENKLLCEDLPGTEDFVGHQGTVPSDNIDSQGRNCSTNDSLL
#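 Tango cells (recombinant beta2-AR, beta-arrestin, tTA-driven luciferase), 1500/well in DMEM 1% FBS, treated 18 h at 37 °C with compounds up to 46 µM; luciferin mix added, luminescence read after 15 min; %activity curves fitted and curve-classed.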
# NTMT1 inhibitor: blocks human N-terminal methyltransferase 1 activity. Q9BV86. hit rate 2.5% among 59,000. NTMT1 MTase-Glo SAH luminescence, purified enzyme. Potency, µM (doses to about 114 µM), without a hit: top-dose activity change, negative = inhibition, hits mostly inhibitors. AID 1645870;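 note: potency is the fitted concentration of half-maximal effect; plate controls were DMSO vehicle for no effect and no enzyme for full effect; nearly all actives have a fitted effect of over 65% in size; many of its hits are not listed in these tables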
# Target sequence (Q9BV86 whole entry, looked up): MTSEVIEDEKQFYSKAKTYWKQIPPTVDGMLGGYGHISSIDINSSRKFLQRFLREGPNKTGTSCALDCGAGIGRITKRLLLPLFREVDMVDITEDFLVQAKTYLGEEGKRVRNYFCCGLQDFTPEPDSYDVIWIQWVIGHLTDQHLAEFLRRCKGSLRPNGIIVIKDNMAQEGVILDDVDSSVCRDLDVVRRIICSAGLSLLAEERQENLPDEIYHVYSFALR
# p53null 39C kill: selectivity test: cytotoxicity in p53 null cells, nonpermissive temperature | H1299 p53-null (neo) cells, 39C, ATPlite viability, 24 h | Potency, µM (highest dose often 46.1 µM), for the others: at the top dose activity, negative = cell killing, usual class: cytotoxic | hit rate 0.97% among 55,000 | AID 904;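 note: potency is the fitted concentration of half-maximal effect; 0% = DMSO only and -100% = full killing by 100 µM tamoxifen; nearly all actives have a fitted effect of over 50% in size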
#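 Cells seeded at 600/well, 37C overnight. Compound added (up to 46 uM), plates shifted to 39C for 24 hr. ATPlite added, luminescence read after 20 min at room temperature.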
# GALK inh: GALK (human) enzyme inhibition | P51570 | recombinant GALK, Kinase-Glo ATP luminescence, 1 h | Potency, µM (highest dose often 57.5 µM), for the others: at the highest dose activity, negative = inhibition, actives largely listed as inhibitors | 44,000 tested, under 10 active;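 note: plate controls were full GALK reaction for no effect and reaction lacking GALK for full effect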
#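 5 nM GALK; 35 uM ATP; 100 uM D-galactose; 20 mM HEPES pH 8.0, 5 mM MgCl2, 60 mM NaCl, 1 mM DTT, 0.01% BSA; 1 h RT; Kinase-Glo Plus luminescence.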
# p53null 32C tox: kills p53 null cells at the permissive temperature; H1299-neo p53 null cells, ATP luminescence, 24 h, 32C; Potency, µM (top dose mostly 46.1 µM), without a hit: at the highest dose activity change, negative = cytotoxicity, most hits filed as cytotoxic; hit rate 0.62% among 55,000;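 note: potency is the fitted concentration of half-maximal effect; 0% = DMSO only and -100% = full killing by 100 µM tamoxifen; nearly all actives have a fitted effect of over 55% in size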
#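 ATP-content luminescence in p53-null H1299-neo cells after 24 h compound exposure (up to 46 uM) at 32C permissive temperature; 0% and 100% killing set by DMSO and 100 uM tamoxifen; Hill-equation AC50.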
# Starred values were filed as active, the others as inactive; u = inconclusive; x = no result given; [ ] = another dose, or the depositor's remark. Calls come from the whole dose curve; as a rule, active = well fitted curve in the direction sought with a large enough effect; inconclusive = small, poorly fitted or top-dose-only effect, or another doubt; inactive = no such curve, though single readings can be large; an effect the other way counts as inactive or inconclusive. Only part of the results is shown. The share of hits here may be higher or lower than overall.
SMILES,FH mod,TSG101-PTAP inh,B2AR arrestin ag,NTMT1 inhibitor,p53null 39C kill,GALK inh,p53null 32C tox
COc1ccc(-c2cccc(NS(=O)(=O)c3cc(C(F)(F)F)ccc3Cl)c2)nn1,10%,-12%,-1%,u,-5%,1%,6%
COCCNC(=O)c1cnc2sc(N3CCC(C)CC3)nn2c1=O,x,-5%,0%,x,-2%,0%,-1%
Cc1ccc(NC(c2ccc(Cl)cc2)c2nnc(-c3cccc(F)c3)o2)cc1C (stereo not drawn),-20%,-5%,-1%,4%,10%,3%,-1%
CC(=O)c1ccc(Nc2cc(C)nc3nc(Cc4ccc(Cl)cc4)nn23)cc1,0%,-1%,-1%,-15%,-1%,u,2%
O=C(Nc1ccc(F)cc1F)N1CCc2c(sc3c2CCCC3)C1c1ccc(F)cc1 (stereo not drawn),-12%,-3%,1%,-27%,24%,u,1%
COc1ccc(-c2csc3nc(-c4ccc(F)cc4)oc(=O)c23)cc1OC,0%,-9%,0%,u,-8%,24%,-1%
CCCOc1ccc(C(=O)Nc2nonc2-c2ccc(OCC)cc2)cc1,4%,-7%,-1%,15%,-3%,1%,1%
COc1ccccc1C(=O)Nc1c(C(=O)Nc2ccc(C)cc2)oc2ccccc12,-16%,-7%,0%,18%,-24%,0%,u
O=C1CC(c2nc3ccccc3n2CCCOc2ccccc2)CN1c1ccc(F)cc1 (stereo not drawn),-19%,-4%,-2%,11%,1%,7%,15%
Cc1cccc(Cn2cc3c(=O)n(CC(=O)Nc4c(C)cccc4C)nc-3c3cc(F)ccc32)c1,0%,-8%,1%,-4%,12%,4%,-5%
O=C(NCc1cccs1)c1ccc2c(c1)N(Cc1ccccc1Cl)C(=O)c1ccccc1S2,-2%,-1%,0%,3%,1%,2%,10%
Cc1cccc(-c2nc3scc(CCNS(=O)(=O)c4c(C)noc4C)n3n2)c1,-25%,-6%,-4%,-3%,8%,2%,3%
Cc1cccc(C(=O)Nc2ccc(-c3nc4cc(C(C)C)ccc4o3)cc2)c1,-7%,0%,0%,-21%,-7%,-2%,-3%
CCOC(=O)c1ccccc1NC(=O)CN1C(=O)CC(c2ccco2)Sc2ccccc21 (stereo not drawn),-14%,-3%,0%,-1%,-6%,2%,9%
CCn1cc(/C=C(\NC(=O)c2cc(OC)c(OC)c(OC)c2)C(=O)NCCCn2ccnc2)c2ccccc21,4%,1%,-3%,9%,3%,6%,1%
CC(C)(C)OC(=O)N1CCC(c2c(C(=O)NCCc3ccccc3)cnn2-c2ccc(F)cc2)CC1,-13%,-3%,1%,-3%,-1%,-2%,-3%
CCOC(=O)c1c(C)[nH]c(C)c1S(=O)(=O)N1CCCC(C(=O)Nc2ccc(C)c(N(C)C)c2)C1 (stereo not drawn),-5%,-6%,0%,0%,-2%,-2%,0%
Cc1ccc(S(=O)(=O)C(CNC(=O)c2ccc(C(F)(F)F)cc2)c2ccco2)cc1 (stereo not drawn),-21%,-1%,-2%,-1%,-2%,-11%,9%
CCn1c(SCc2c(F)cccc2Cl)nc(=O)c2c(C(=O)OC)cc(C3CC3)nc21,-25%,1%,0%,0%,u,-2%,-2%
COC(=O)c1cc2oc3ccccc3c2n1Cc1c(F)cccc1Cl,-11%,-6%,0%,13%,-14%,-9%,0%
O=C(c1ccc(Br)cc1)N1CCC(c2nc3ccccc3s2)CC1,u,-1%,-4%,9%,11%,2%,35%[activator]
CCOC(=O)c1ccc(N2C(=O)c3n[nH]c(C)c3C2c2ccccc2OC)cc1 (stereo not drawn),-12%,2%,1%,-3%,23%,0%,23%
CCOC(=O)c1nnc2c(-c3ccc(OC)cc3)c(C)nn2c1N,1%,-5%,-2%,16%,x,-2%,x
Cc1ccc(NC(=O)/C=C/c2ccc(C)o2)c(C)c1,x,-4%,0%,x,-24%,0%,-4%
CC1CCN(S(=O)(=O)c2ccc3nc(N4CCN(c5ccc(F)cc5)CC4)ccc3c2)CC1,-6%,0%,2%,9%,7%,1%,-2%

# The listing continues:
SMILES,FH mod,TSG101-PTAP inh,B2AR arrestin ag,NTMT1 inhibitor,p53null 39C kill,GALK inh,p53null 32C tox
CC1CCCN(Cc2c(O)ccc3c(=O)c(-c4ccc(Cl)cc4)c(C(F)(F)F)oc23)C1 (stereo not drawn),2%,0%,-1%,8%,6%,0%,2%
Cc1cc(F)ccc1NCc1ccccc1-c1nnc(-c2ccccc2Cl)o1,-21%,0%,1%,-4%,-10%,3%,-10%
COCC(=O)N1CCc2cc(OC)c(OC)cc2C1COc1ccc2c(C)cc(=O)oc2c1 (stereo not drawn),-4%,-4%,0%,-2%,3%,5%,5%
Cc1ccc(C(=O)c2sc(Nc3ccc(F)cc3)nc2N)c(C)c1,x,-2%,-1%,x,u,-11%,22%
CC(=O)c1cccc(NC(=O)CN2C=NS(=O)(=O)c3ccc(C)cc32)c1,0%,-5%,-3%,4%,-5%,2%,4%
O=C(NCc1ccccc1Cl)c1ccc(Cn2c(SCc3ccccc3)nc3cccnc32)cc1,-10%,-2%,1%,-11%,-29%,2%,-25%
COc1ccc(-n2nc(C(=O)N3CCCCC3)c3c4ccccc4n(C)c3c2=O)cc1Cl,-16%,4%,u,-4%,-29%,8%,4%
Cc1ccc(OCC(=O)OCc2cc(=O)n3nc(C4CC4)sc3n2)cc1C,23%,-9%,0%,-19%,-6%,-1%,-6%
COCC(=O)N1c2nc(C(C)C)nn2C2(CCCCC2)[C@@H]2CCCC[C@@H]21,-6%,4%,-3%,u,2%,1%,-9%
O=C(Nc1cc(Cl)cc(Cl)c1)c1cc(S(=O)(=O)NC2CCCC2)ccc1F,u,-7%,-2%,-13%,u,-8%,2%
CCOc1ccc(-c2nonc2NC(=O)c2oc3ccc(CC)cc3c2C)cc1,-19%,10%,0%,26%,-18%,2%,-10%
Cc1ccc(NC(=O)/C=C\C(=O)N(c2ccc(C(C)C)cc2)C(C(=O)NCc2ccco2)c2ccc(Cl)cc2)cc1 (stereo not drawn),x,0%,0%,x,3%,0%,16%
Cc1ccc(C(=O)N(Cc2ccco2)Cc2sccc2C)cc1,-10%,1%,-1%,-8%,-13%,-1%,18%
COCCCNC(=O)c1ccc2nc(Cc3ccc(OC)cc3)oc2c1,0%,-5%,0%,12%,-9%,1%,13%
Oc1c(C(c2ccc(F)cc2)N2CCOCC2)sc2nc(-c3ccco3)nn12 (stereo not drawn),-3%,-1%,-3%,-4%,-2%,-5%,1%
Cc1ccc(NC(=O)CSc2nnc(NC(=O)NC3CCCCC3)s2)cc1,4%,-2%,-3%,-6%,18%,-2%,u
O=C(CSc1nc2ncccc2[nH]1)Nc1cc(F)ccc1F,-11%,-3%,-1%,0%,-2%,6%,-4%
CCc1cccc(NC(=O)CCn2c(=O)c3cccn3c3cccnc32)c1,11%,-4%,-1%,-24%,-9%,1%,0%
CCc1c(C)nc(SCc2nc(-c3ccccc3)no2)[nH]c1=O,-13%,2%,-1%,5%,-30%,u,-7%
Cc1ccc(Nc2sc(C(=O)c3ccccc3)c(N)c2S(=O)(=O)c2ccccc2)cc1Cl,-6%,5%,1%,12%,9%,1%,18%
Cc1ccc(NC(=O)C(=O)NCC(c2cccnc2)N2CCc3ccccc3C2)cc1 (stereo not drawn),-8%,-4%,2%,-2%,0%,2%,3%
COc1ccc(OCC(=O)Nc2cc(-c3cccc(Cl)c3)nn2-c2ccccc2)cc1,-5%,-3%,-1%,3%,3%,0%,-5%
Cc1cccc(OCC(=O)Nc2ccc3oc(-c4ccccc4F)nc3c2)c1,3%,-1%,-5%,17%,-22%,-1%,-8%
CCOc1ccc(Cn2nnc(C(=O)Nc3ccc(Cl)cc3)c2N)cc1,-3%,-1%,-2%,6%,6%,11%,-3%
Cc1ccc(NC(=O)c2cc(S(=O)(=O)N3CCCCC3)c[nH]2)cc1N(C)C,-16%,-1%,0%,-30%,1%,0%,-8%

# Individual results from the results shown.
# In p53null 32C tox, Cc1ccc(NC(=O)/C=C/c2ccc(C)o2)c(C)c1 shows -4%
# In GALK inh, CC1CCCN(Cc2c(O)ccc3c(=O)c(-c4ccc(Cl)cc4)c(C(F)(F)F)oc23)C1 (stereo not drawn) shows 0%

# Just NTMT1 inhibitor, for some of the entries so far:
canonical_smiles,NTMT1 inhibitor
Cc1ccc(NC(=O)CSc2nnc(NC(=O)NC3CCCCC3)s2)cc1,-6%
O=C(CSc1nc2ncccc2[nH]1)Nc1cc(F)ccc1F,0%
CCc1cccc(NC(=O)CCn2c(=O)c3cccn3c3cccnc32)c1,-24%
CCc1c(C)nc(SCc2nc(-c3ccccc3)no2)[nH]c1=O,5%

# Later entries
SMILES,FH mod,TSG101-PTAP inh,B2AR arrestin ag,NTMT1 inhibitor,p53null 39C kill,GALK inh,p53null 32C tox
Cc1ccc(C2C=C(c3ccccc3)Nc3nc(NS(C)(=O)=O)nn32)cc1 (stereo not drawn),-5%,u,0%,18%,-8%,0%,0%
COc1ccccc1NC(=O)CSc1nnc(-c2ccccc2C)o1,-14%,0%,-4%,-1%,4µM*,1%,u
COc1cc(OC)cc(C(=O)Nc2ccc(-c3nc4ccccc4s3)c(C)c2)c1,9%,-2%,1%,-1%,-2%,-1%,0%
Cc1ccc(C)c(NC(=O)CCn2nc(C)c3c(C)n(-c4ccccc4)nc3c2=O)c1,-5%,0%,0%,u,5%,0%,5%
Cc1nc(-c2ccccc2)sc1CCNC(=O)C(=O)Nc1ccc(F)c(Cl)c1,0%,2%,0%,18%,-27%,2%,-3%
Cc1nn(C)c2c1c(C(F)(F)F)cc(=O)n2C(C)C(=O)Nc1ccccc1F (stereo not drawn),-5%,-1%,-1%,9%,14%,-2%,-9%
COc1ccccc1C(=O)Nc1cc2c(cc1N1CCCCC1)n(C)c(=O)n2C,x,-1%,0%,u,-6%,2%,-8%
CCOC(=O)c1cc(-c2ccccc2)n(CCC(=O)NC2CCCCC2)c1C,-6%,5%,-1%,1%,25%,0%,1%
Cc1ccccc1CCNC(=O)c1ccc2c(c1)nc1n2CCC(C)C1 (stereo not drawn),-8%,1%,0%,-13%,u,3%,10µM*
Cc1cc(NC(=O)c2cccnc2)cc(-c2nc3cc(Cl)ccc3o2)c1O,-8%,9%,0%,10%,9%,3%,-4%[9.22 µM]
CC(=O)c1ccc(N2C(=O)N(CC(=O)c3ccc(C)cc3)c3ccccc3S2(=O)=O)cc1,-8%,-2%,-2%,10%,10%,-2%,-1%
COc1ccc(Cl)cc1C(=O)Nc1c2c(nn1-c1ccc(Cl)cc1)CS(=O)(=O)C2,3%,-2%,2%,12%,13%,-5%,-2%
COc1ccc(-c2nc3ccccc3n3c(-c4cccc(C)c4)c4c(=O)n(C)c(=O)n(C)c4c23)cc1OC,-4%,-1%,-2%,u,7%,3%,-1%
Cc1nc2c(-c3ccccc3)c(C)nn2c(C)c1CCC(=O)NCc1ccccc1,-4%,2%,-2%,6%,-19%,0%,-2%
